F508del corr – CFTR F508del correction in bronchial cells; 0.36% of 350,000 active; CFBE cells, YFP halide quenching; stimulated with forskolin plus potentiator P3; % fluorescence drop versus neutral controls; activity (quench increase), % at 7.58 µM;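 active = mean added fluorescence quench of at least 8% versus neutral control, with both replicates also reaching 8%; inconclusive = only one of the mean or replicate conditions met; inactive = mean below 8% and not both replicates reaching 8%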;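 note: cells transiently co-express mutant CFTR-F508del with the halide-sensitive YFP; corrector assay measuring rescue of mutant channel to the surface after 24 h compound exposure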
PglD DTNB – inhibitors of Campylobacter jejuni PglD acetyltransferase. purified PglD enzyme, DTNB colorimetric CoA detection. 0.098% of 360,000 active. inhibition, % at 12.5 µM. AID 602405; in the data active = inhibition above about 16%, passing the limit was not always enough; inconclusive = no clear call, values can overlap the other calls; note: strong numbers were not always called active
C2C12 statin – suppressors of simvastatin-induced myotoxicity in C2C12 myotubes | ATP luminescence, 48 h; scaled: DMSO 0, geranylgeraniol control 100 | rescue of ATP level, % at 7.49 µM | 0.78% of 330,000 active | AID 602340;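 active = mean ATP rescue above about 67%, or every replicate alone reaching that limit, limit read from the data, passing the limit was not always enough; inconclusive = no clear call, values can overlap the other calls; inactive = mean under the limit and some replicate under it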;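 note: myotubes were challenged with 10 µM simvastatin during compound exposure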
PGC1a acetyl inh – PGC1a acetylation modulation, inhibitor mode | U2OS PGC1a acetylation, AlphaScreen anti-acetyl-lysine; with virally co-expressed GCN5 acetyltransferase | inhibition, % at 15.6 µM | 0.17% of 350,000 active;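 active = every replicate shows inhibition of at least 40%; inconclusive = mean inhibition at least 40% but some replicate below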;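 note: 0% = neutral control wells and 100% = positive control wells; some results beyond the cut were filed as inactive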
GSIS activator – GLuc luminescence reporter in INS-1E cells, primary screen for activators of glucose-dependent secretion of insulin. INS-1E GLuc reporter insulin secretion, 2-3 h. activation, % at 16.6 µM. 0.61% of 370,000 active. AID 743287;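 active = lowest replicate activation of at least 40%, so every replicate reaches that level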;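 note: 0% = median of neutral control wells and 100% = median of IBMX positive control wells; some compounds called inactive have numbers as strong as hits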
Cneo AK release – causes C. neoformans cell lysis; adenylate kinase release luminescence, 4 h; normalised: neutral wells 0, clomiphene wells 100; lysis activity, % at 15 µM; 0.2% of 360,000 active; AID 651654;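 active = mean lysis activity across replicates of at least 80%, whatever share of replicates individually reach that level; inactive = mean lysis activity below 80%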
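read-out = cell lysis signal | test system = log-phase Cryptococcus neoformans yeast cells | input = cells at 5 × 10^6 per mL | medium = fresh YPD growth medium | signal = luminescent adenylate kinase detection reagent | timing = 4 h at 37 °C static, read 1 h later | dosing = single dose | controls = Clomiphene as positive lysis control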
miR122 inh – miR-122 inhibition in Huh7 cells; Huh7 miR-122 Renilla luciferase sensor, 48 h; neutral wells = 0, positive control = 100; activation (reporter increase), % at 12.5 µM; 0.3% of 340,000 active;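 active = mean replicate activation score at least 90 and every replicate individually at or above 90; inconclusive = only one of the two criteria met; inactive = neither criterion met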;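 note: higher luciferase means less miR-122 activity so hits act as miR-122 inhibitors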
FN deposit inh – fibronectin deposition inhibition; inhibition, % at 12.6 µM; AH1F fibroblasts, Alexa488-fibronectin deposition fluorescence, overnight; 0.086% of 350,000 active; AID 743247;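 active = mean inhibition across replicates of 30% or more, regardless of how many single replicates reach that level; inconclusive = mean under 30% yet at least half of replicates reach 30%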;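 note: positive control wells lacked labelled fibronectin entirely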
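Assay system: AH1F fibroblasts assembling fluorescent fibronectin matrix; Amount: 10000 AH1F cells per well; Buffer or medium: DMEM, 2% serum; Probe or stimulus: Alexa488-fibronectin, 24 nM final in well; Doses: single compound dose, delivered by pin transfer; Incubation: 1 h adhesion, overnight exposure; Measured by: fluorescence 485/525 nm; Read-out: fibronectin deposition inhibition.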
* marks the source's active call; other numbers are inactive results; ? = inconclusive; / = not tested or not shown; & = joins results of further samples; [ ] = remark or other dose.

SMILES	F508del corr	PglD DTNB	C2C12 statin	PGC1a acetyl inh	GSIS activator	Cneo AK release	miR122 inh	FN deposit inh
O=C(CSc1ccccc1)NCCc1ccc(F)cc1	2.0	76*	9	/	-21	-1	/	-16
C=C(C)c1cccc(C(C)(C)NC(=O)Nc2ccc(C(C)=O)cc2)c1	/	3	/	0	14	0	3	10
C[C@H]1CN([C@@H](C)CO)C(=O)c2cc(NC(=O)Nc3ccc(F)cc3)ccc2O[C@@H]1CN(C)S(C)(=O)=O	0.7	-1	6	-1	13	100*	2[16.7 µM]	/
CCCCCn1c(SCCc2ccccc2)nc2c1c(=O)[nH]c(=O)n2C	/	-7	23	-6	/	-2	0	/
Cn1c(CNc2nc(-c3ccccc3)cs2)nnc1SCC(=O)c1ccccc1	/	-5	/	26	-5	-1	0	/
CC1(C)CC(=O)/C(=C(\O)c2ccccc2)C(=NCCO)C1	/	1	-5	15	/	2	3	-4
C[C@@H]1CN([C@H](C)CO)S(=O)(=O)c2ccc(Br)cc2O[C@H]1CN(C)CC1CCCC1	0.3	1	-80	-26	-16	55	-23[16.7 µM]	4
Cc1ccc(Nc2nc(NCCO)nc(N3CCCC3)n2)cc1	2.2	6	11	/	/	1	/	-5
Cc1ccc(-c2nc(CSCC(=O)Nc3cc(C)on3)c(C)o2)cc1	8.4*	2	3	3	/	-2	4	-1
CO[C@@H]1CN(C)C(=O)c2ccc(NC(=O)c3cc(C)on3)cc2OC[C@@H](C)N(CC2CC2)C[C@@H]1C	-0.6	2	0	-7	30	-1	/	-1
Cc1cc2nc(C)n(CCCNC(=O)Nc3ccc(F)cc3)c2cc1C	/	-1	9	0	/	0	3	1
CC(C)(C)C(=O)CSc1nnc(Nc2ccccc2)s1	0.9	/	-1	16	10	-4	11	-1
CCN(c1cccc(C)c1)S(=O)(=O)c1ccc2c(c1)CCN2C(C)=O	/	-5	-26	-17	/	3	9	17
O=C(C[C@H]1C[C@H]2c3cc(NC(=O)CC4CC4)ccc3O[C@H]2[C@@H](CO)O1)NCc1ccccn1	1.7	1	-14	8	-5	4	1[16.7 µM]	-33
CC(C)(C)c1ccc(OCC(O)CN2CCN(C(=O)c3ccccc3)CC2)cc1 (stereo not given)	2.3	-9	-8	-16	-30	0	-4	4
Cc1ccc(C(=O)O/N=C(\c2ccccc2)c2ccncc2)cc1	2.7	/	/	-4	13	/	-3	4
O=C(OCC#CCSc1nnc(-c2ccc(Br)cc2)o1)c1ccco1	/	0	16	-2	/	1	-1	-15
COc1ccc(S(=O)(=O)N2CCn3c2nc2ccccc23)cc1	/	-10	-6	-6	5	-4	-2	/
CN(C)CCNc1nc(-c2ccccc2CO)c2sccc2n1	-2.2	3	-1	/	1	0	-6	0
N#C[C@@H]1[C@H](c2ccccc2C2=CCCCC2)[C@@H](CO)N1S(=O)(=O)c1cccc(F)c1	2.3	/	/	-10	-30	/	/	-5
COc1ccc(NC(=O)c2cc(F)c(F)cc2Cl)cc1Cl	0.8	1	0	-1	6	3	-6	5
O=C(N[C@@H]1CC[C@@H](CCNC(=O)C2CC2)O[C@H]1CO)c1ccccn1	0.0	-4	12	1	16	-2	/	-1
Cc1cccc(OCC(=O)N(Cc2cccs2)C2CCS(=O)(=O)C2)c1 (stereo not given)	/	3	3	1	/	0	11	/
COCCCNc1nc2c(c(=O)n(Cc3ccc(OC)cc3)c(=O)n2C)n1C	-0.5	/	-2	-4	13	-6	-2	3
C[C@@H]1CN([C@H](C)CO)C(=O)c2cc(NS(=O)(=O)c3cn(C)cn3)ccc2O[C@@H](C)CCCCO[C@@H]1CN(C)S(=O)(=O)c1ccc(Cl)cc1	1.5	2	/	2	0	1	7[16.7 µM]	/

Quoted at random: 2 compounds from above
SMILES	F508del corr	PglD DTNB	C2C12 statin	PGC1a acetyl inh	GSIS activator	Cneo AK release	miR122 inh	FN deposit inh
O=C(C[C@H]1C[C@H]2c3cc(NC(=O)CC4CC4)ccc3O[C@H]2[C@@H](CO)O1)NCc1ccccn1	1.7	1	-14	8	-5	4	1[16.7 µM]	-33
CO[C@@H]1CN(C)C(=O)c2ccc(NC(=O)c3cc(C)on3)cc2OC[C@@H](C)N(CC2CC2)C[C@@H]1C	-0.6	2	0	-7	30	-1	/	-1

One compound at a time (already shown). Values in the order: F508del corr	PglD DTNB	C2C12 statin	PGC1a acetyl inh	GSIS activator	Cneo AK release	miR122 inh	FN deposit inh
Cc1cccc(OCC(=O)N(Cc2cccs2)C2CCS(=O)(=O)C2)c1 (stereo not given) reads /	3	3	1	/	0	11	/
Cc1ccc(C(=O)O/N=C(\c2ccccc2)c2ccncc2)cc1 reads 2.7	/	/	-4	13	/	-3	4

(further entries)
SMILES	F508del corr	PglD DTNB	C2C12 statin	PGC1a acetyl inh	GSIS activator	Cneo AK release	miR122 inh	FN deposit inh
COCC(=O)Nc1ccc2c(c1)[C@H]1C[C@@H](CC(=O)N[C@@H](C)c3ccccc3)O[C@@H](CO)[C@H]1O2	2.7	2	-9	5	2	1	-3[16.7 µM]	/
CCC(=O)N(C)C[C@H]1Oc2cc(C#CC3CCCCC3)ccc2S(=O)(=O)N([C@@H](C)CO)C[C@@H]1C	-3.1	6	-78	13	-19	50	14[16.7 µM]	7
O=c1[nH]c(SCc2ccc(OC(F)(F)F)cc2)nc2c1CCC2	-1.0	0	33	/	5	-2	18	4
CCN1CCN(Cc2ccc(NC(=O)c3ccc(C)c(NC(=O)C[C@@H]4NC(=O)[C@H](Cc5ccccc5)NC4=O)c3)cc2C(F)(F)F)CC1	0.1&1.4	-11&0	2&2	5&10	-4&2	5&4	-7&-5	5&3
CO[C@H]1CN(C)C(=O)c2ccc(NC(=O)Cc3ccccc3)cc2OC[C@H](C)N(CC2CC2)C[C@@H]1C	3.0	/	/	-11	-5	/	/	-1
COc1ccc([C@H]2C[C@@H](O)[C@H](n3cc(C4CC4)nn3)CN2C(=O)C2CCCCC2)cc1	-3.8	-3	2	1	-10	-1	2	10
O=C(N/N=C/c1ccccc1)c1cc(=O)[nH]c2ccccc12	/	0	/	5	11	/	-2	4
Cc1noc(C)c1NC(=O)N[C@H]1C=C[C@H](CC(=O)NCc2ccc(Cl)c(Cl)c2)O[C@H]1CO	1.9	-1	2	?	-3	-6	/	-7
Cc1ccc(CNC(=O)CSc2nnc3c(n2)[nH]c2ccc(F)cc23)cc1	0.5	-2	-14	/	1	-1	-4	2
CC(=O)[C@H]1CC[C@H]2[C@@H]3CC=C4C[C@@H](OS(=O)(=O)O)CC[C@]4(C)[C@H]3CC[C@]12C	-16	0	-10	?	/	-2	-19	6
CCOC(=O)C1(CC2CCCCO2)CCN(Cc2nc3ccccc3nc2C)CC1 (stereo not given)	-5.0	-2	/	5	22	-4	0	3
CCN(CC)S(=O)(=O)c1ccc(C(=O)NCCOC(=O)c2ccc(F)cc2F)cc1	-2.1	/	6	/	-12	/	-3	1
C[C@@H]1CN([C@H](C)CO)S(=O)(=O)c2ccc(C#CC(C)(C)O)cc2O[C@H]1CN(C)C(=O)C1CCC1	-1.5	1	6	8	16	9	3[16.7 µM]	-3
CCn1nc(NC(=O)C(C)C)c2cc3ccc(C)cc3nc21	3.4	/	-5	/	4	/	/	5
CCCCn1c(=O)[nH]c(=O)c2c1nc(-c1ccc([N+](=O)[O-])cc1)n2CC	1.3	-1	-4	/	191*	6	/	2
CC(C)C[C@H](NC(=O)NCCc1ccc(Cl)cc1)C(=O)O	/	-3	-3	0	/	0	-7	/
COC(=O)c1ccccc1NC(=O)CSc1ccccc1	/	-3	11	-8	/	-5	13	-13
O=C(NCc1ccccc1)C1=C[C@H](C2CCCCC2)C[C@H](OCCCCO)O1	0.0	-6	15	-5	-3	16	7	-2
Cc1ccc(NC(=O)CN(C)C(=O)/C=C/c2cccc(F)c2)cc1	-5.2	/	/	-6	-4	/	/	5
CCC1(CC)NC(=S)NC1=S	-0.2	1	-3	7	20	2	-2	-1
CCN(CC(=O)Nc1ccccc1C(F)(F)F)C(=O)c1cc(S(=O)(=O)N2CCCCCC2)ccc1OC	0.8	3	2	/	-24	-1	/	14
COC(=O)C1CCN(C(=O)COC(=O)c2oc3ccc(OC)cc3c2C)CC1	0.8	0	-2	/	-9	0	-6	0
Cc1ccc(S(=O)(=O)Nc2ccc3c(c2)C(=O)N([C@H](C)CO)C[C@@H](C)[C@@H](CN(C)S(=O)(=O)c2ccc(F)cc2)OCCCC[C@H](C)O3)cc1	1.6	1	/	-10	-1	2	-6[16.7 µM]	/
NC(=O)CC(NC(=O)Cc1ccc(Br)cc1)c1ccc(NCc2ccccn2)c([N+](=O)[O-])c1 (stereo not given)	-0.2	-3	6	15	5	0	-4	0
CCCCNC(=O)c1cn(C)c2ccc(S(=O)(=O)N3CC(C)CC(C)C3)cc2c1=O (stereo not given)	/	1	3	-5	/	0	3	/

More records.
SMILES	F508del corr	PglD DTNB	C2C12 statin	PGC1a acetyl inh	GSIS activator	Cneo AK release	miR122 inh	FN deposit inh
Cc1nn(-c2ccc(F)cc2)c(Cl)c1/C=C/C(=O)OCC(=O)Nc1ccc(F)cc1F	/	1	-18	/	20	0	13	-1
COc1ccc(NC(=O)C2Cc3c(-c4cccc(F)c4)ccnc3O2)cc1 (stereo not given)	0.7	-4	7	17	-19	3	2	-1
CCS(=O)(=O)c1nnnn1-c1ccccc1S(C)(=O)=O	-9.8	2	23	-9	17	-2	40	/
COC(=O)CN1C(=O)C(C)(C)Oc2ccc(C(=O)Nc3cccc(OC)c3)cc21	-0.9	-12	1	/	3	0	2	5
COc1ccc(N2CCN(c3nc4ccccc4n3CC(=O)c3ccccc3)CC2)cc1	/	-8	31	/	/	2	-18	-8
C[C@H](CO)N1C[C@H](C)[C@H](CN(C)C(=O)Nc2cccc3ccccc23)Oc2ccc(NC(=O)Nc3ccc(F)cc3)cc2C1=O	1.0	3	3	-7	-11	0	-2[16.7 µM]	7
COc1ccc(C2=NOC(C(=O)Nc3cccnc3Cl)C2)cc1 (stereo not given)	/	2	2	18	0	-1	6	-4
CCOc1cc(CNCCSc2nnnn2C)cc(Br)c1OCc1ccccc1	/	/	-38	-39	6	/	-10	/
Clc1ccc(Oc2ncnc3oc(-c4ccccc4)cc23)cc1	/	1	1	4	/	1	1	/
CCCCN(C(=O)COC(=O)c1ccccc1)c1c(N)n(CCC)c(=O)[nH]c1=O	3.9	0	-11	13	4	1	-8	4
CCn1cnc2c1c(=O)n(CC(=O)O)c(=O)n2Cc1ccccc1	2.6	-4	1	/	12	-2	/	-3
CC(C)(C)n1ncc2c(=O)n(CC(=O)NCc3ccco3)cnc21	/	2	-1	5	7	0	6	/
O=C(Cc1ccccc1)Nc1ncccn1	-1.7	-3	-10	-17	3	3	-5	9
Cc1cccc(C)c1OCC(O)CN (stereo not given)	/	-5	-6	8	/	1	-3	/
CCC(C(=O)n1cccc1C#N)c1ccccc1C (stereo not given)	1.6	0	11	/	-7	-2	2	4
COC(=O)c1ccc(NC(=O)COc2ccc(S(=O)(=O)N3CCCCC3)cc2)cc1	/	1	-32	-24	-7	1	3	4
CCN1CCc2c(sc(NC(=O)c3ccc(S(=O)(=O)N4CCCCCC4)cc3)c2C(=O)NC)C1	2.5	-2	14	/	/	-1	/	0
CC(=O)Nc1ccc(N/C(=N\S(=O)(=O)c2ccccc2)c2ccccc2)cc1	-0.5	-3	-10	-4	9	0	0	/
